# From PubChem BioAssay
# mIDH1 inhibitor: qHTS for Inhibitors of mutant isocitrate dehydrogenase 1 (IDH1): qHTS; Isocitrate dehydrogenase [NADP] cytoplasmic (Homo sapiens), O75874; IDH1-R132H enzyme, NADPH consumption, diaphorase/resazurin fluorescence; Potency, µM (series often up to 76.6 µM), without a hit: top-dose activity change, negative = inhibition, most hits filed as inhibitors; 390,000 tested, 0.093% active; AID 602179, 2012; also: potency is read from the fitted curve at half-maximal effect; % is scaled to controls: 0 for no effect and ±100 for the full control effect; nearly all actives have a fitted effect of over 65% in size
#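 IDH1-R132H (0.5 ug/mL) preincubated 30 min with compound, then NADPH (0.016 mM) and alpha-KG (2 mM) added; 80 min at RT, pH 7.5. Remaining NADPH coupled via diaphorase/resazurin to fluorescence (540/590 nm); concentration-response curves normalized to no-enzyme control.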
# USP1-UAF1 inh: Inhibitors of USP1/UAF1: Primary Screen. Potency, µM (titrated, usually from 57.1 µM), without a hit: at the top dose activity change, negative = inhibition, most hits filed as inhibitors. recombinant USP1/UAF1, Ub-Rhodamine cleavage fluorescence. 390,000 tested, 0.23% active; also: potency is read from the fitted curve at half-maximal effect; % is scaled to controls: 0 for no effect and ±100 for the full control effect; nearly all actives have a fitted effect of over 60% in size; inactives centre near -12
#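 USP1/UAF1 complex at 1 nM was preincubated with compound for 15 min at room temperature, then Ub-Rho substrate (150nM final) was added. Fluorescence (480/540 nm) was read kinetically, 6 reads every 60 seconds.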
# TrxR1 substrate: qHTS Assay for Substrates of Mammalian Selenoprotein Thioredoxin Reductase 1 (TrxR1): qHTS | Potency, µM (top dose mostly 114 µM), for inactives: at the highest dose activity change, negative = substrate turnover | Thioredoxin reductase 1, cytoplasmic (Rattus norvegicus), O89049 | purified TrxR1 substrate turnover, NADPH consumption readout | 390,000 tested, 0.01% active; also: potency is read from the fitted curve at half-maximal effect; % is scaled to controls: 0 for no effect and ±100 for the full control effect; nearly all actives have a fitted effect of over 50% in size
# Target sequence (O89049 whole entry, looked up): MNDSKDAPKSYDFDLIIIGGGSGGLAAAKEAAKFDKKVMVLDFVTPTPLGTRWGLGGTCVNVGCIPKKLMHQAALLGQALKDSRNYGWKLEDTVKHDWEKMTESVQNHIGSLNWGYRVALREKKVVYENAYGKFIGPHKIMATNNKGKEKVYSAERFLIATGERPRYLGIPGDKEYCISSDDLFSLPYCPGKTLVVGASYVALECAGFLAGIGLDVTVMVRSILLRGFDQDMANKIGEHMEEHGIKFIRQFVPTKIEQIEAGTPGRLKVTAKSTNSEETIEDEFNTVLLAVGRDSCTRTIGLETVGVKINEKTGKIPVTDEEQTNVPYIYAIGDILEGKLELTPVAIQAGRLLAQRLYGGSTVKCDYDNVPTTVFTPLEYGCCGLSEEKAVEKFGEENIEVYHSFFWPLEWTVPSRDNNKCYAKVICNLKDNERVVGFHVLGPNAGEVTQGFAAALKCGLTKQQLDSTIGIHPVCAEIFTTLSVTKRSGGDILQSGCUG
#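 Rat TrxR1, dispensed at 90 nM, was prereduced with 400 uM NADPH (final) for 5 min at ~22 deg C, then incubated with compound 15 min before 400 uM selenite. A first-read NADPH fluorescence drop versus no-compound background flagged substrates.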
# Tb PGK inh: qHTS Assay to Find Inhibitors of Phosphoglycerate Kinase | Phosphoglycerate kinase, glycosomal (Trypanosoma brucei brucei), P07378 | PGK/GAPDH coupled, Kinase-Glo luminescence, 60 min | Potency, µM (highest dose often 57.5 µM), without a hit: at the top dose activity change, negative = inhibition, actives largely listed as inhibitors | 380,000 tested, 0.043% active | AID 602233, 2012; also: potency is read from the fitted curve at half-maximal effect; % is scaled to controls: 0 for no effect and ±100 for the full control effect; nearly all actives have a fitted effect of over 60% in size
#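 Recombinant glycosomal PGK reaction used 1,3-bisphosphoglycerate generated in-well by GAPDH (100nM final) in 100mM TEA pH 7.6, 5mM MgCl2, 0.01% Tween-20. After 60 minutes at room temperature, ATP was read by Kinase-Glo Plus luminescence end-point.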
# TrxR1 inh: qHTS Assay for Inhibitors of Mammalian Selenoprotein Thioredoxin Reductase 1 (TrxR1): qHTS | Thioredoxin reductase 1, cytoplasmic (Rattus norvegicus), O89049 | recombinant rTrxR1, NADPH fluorescence consumption, selenite substrate | Potency, µM (highest dose often 114 µM), inactives show top-dose activity change, negative = inhibition, hits mostly inhibitors | 390,000 tested, 1% active; also: potency is read from the fitted curve at half-maximal effect; % is scaled to controls: 0 for no effect and ±100 for the full control effect; nearly all actives have a fitted effect of over 65% in size
#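 Rat TrxR1 (90 nM in the dispensed reagent) was pre-reduced with 400 uM NADPH for 5 min at room temperature, then incubated with compound for 15 min. After 400 uM selenite was added, NADPH fluorescence (Ex 340/Em 450 nm) was followed for 8 min.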
# GLS inhibitor: qHTS for Inhibitors of Glutaminase (GLS) | Potency, µM (doses to about 45.5 µM), for inactives: top-dose activity change, negative = inhibition, most hits filed as inhibitors | GLS enzymatic activity, qHTS titration | 410,000 tested, 0.21% active | Glutaminase kidney isoform, mitochondrial (Homo sapiens), O94925; also: potency is read from the fitted curve at half-maximal effect; % is scaled to controls: 0 for no effect and ±100 for the full control effect
#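 Read-out is an Amplex red fluorescence increase coupled through glutamate oxidase and HRP, measured before and after 30 min room-temperature incubation. hKGA is in 45 mM KH2PO4 (pH 8.2) with 0.02% Tween-20; glutamine added as 1mM solution.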
# HP1b chromo inh: HTS for Inhibitors of HP1-beta Chromodomain Interactions with Methylated Histone Tails | AlphaScreen HP1-beta / biotin-H3K9me3 peptide binding | AID 540317, 2011 | 390,000 tested, 0.56% active | Potency, µM (highest dose often 114 µM), for inactives: at the top dose activity change, negative = inhibition, hits mostly inhibitors; also: potency is read from the fitted curve at half-maximal effect; nearly all actives have a fitted effect of over 70% in size; inactives centre near 23
# Target sequence (P83916 whole entry, looked up): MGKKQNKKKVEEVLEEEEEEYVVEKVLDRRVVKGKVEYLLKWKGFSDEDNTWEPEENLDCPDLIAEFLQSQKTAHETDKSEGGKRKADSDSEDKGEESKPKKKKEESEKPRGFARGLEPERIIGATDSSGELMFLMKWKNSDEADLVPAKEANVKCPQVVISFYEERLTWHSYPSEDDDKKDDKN
#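 HP1-beta protein (50 nM final) preincubated 30 min at room temperature with biotinylated H3(1-18)K9me3 peptide (50 nM) in PBS pH 7.4, 0.01% Tween-20, then compound added for 30 min. AlphaScreen streptavidin donor/nickel chelate acceptor beads (10 ug/mL final), 30 min dark, luminescence read.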
# Pin1 inhibitor: qHTS Assay to Find Inhibitors of Pin1; Peptidyl-prolyl cis-trans isomerase NIMA-interacting 1 (Homo sapiens), Q13526; Pin1 FP peptide displacement, HiFluor488, 10 min; Potency, µM (highest dose often 115 µM), without a hit: at the highest dose activity, negative = inhibition, actives largely listed as inhibitors; 390,000 tested, 0.009% active; AID 504891, 2011; active = well fitted inhibition curve with a large enough effect in the polarisation, with a control signal flat, not every such curve was filed as active; inconclusive = small, poorly fitted or top-dose-only effect, or effect the other way, or a change in a side signal; inactive = no such curve, though single readings can be large or run the other way; the % refers to the polarisation; also: potency is read from the fitted curve at half-maximal effect; % is scaled to controls: 0 for no effect and ±100 for the full control effect
# Target sequence (Q13526 whole entry, looked up): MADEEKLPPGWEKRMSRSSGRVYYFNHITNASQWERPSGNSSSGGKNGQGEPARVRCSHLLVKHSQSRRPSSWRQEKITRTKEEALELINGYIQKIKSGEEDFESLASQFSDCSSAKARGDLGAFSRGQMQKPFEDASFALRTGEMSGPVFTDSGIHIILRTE
# PI4K2A inh: qHTS for small molecular inhibitors of PI4K2A; Phosphatidylinositol 4-kinase type 2-alpha (Homo sapiens), Q9BTU6; purified PI4K2A, ADP-Glo luminescence, 1 h; active compounds read low; activity change, negative = inhibition, % at 76.9 µM; 420,000 tested, 0.13% active; in the data active = activity change below about -50%; inconclusive = mostly about -30% to -49%;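 also: -100% = wells without enzyme as full effect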
#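 In this quantitative HTS, ADP production by PI4K2A was quantified luminescently after 1 h at ambient temperature; 100 microM adenosine served as plate-quality control.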
# Starred values were filed as active, the others as inactive; i = inactive; ? = inconclusive; · = not tested or not shown; [ ] = another dose, or the depositor's remark. Unless noted, calls follow the shape of the dose curve; as a rule, active = well fitted curve in the direction sought with a large enough effect; inconclusive = small, poorly fitted or top-dose-only effect, or another doubt; inactive = no such curve, though single readings can be large; an effect the other way counts as inactive or inconclusive.
entry	smiles	mIDH1 inhibitor	USP1-UAF1 inh	TrxR1 substrate	Tb PGK inh	TrxR1 inh	GLS inhibitor	HP1b chromo inh	Pin1 inhibitor	PI4K2A inh
1	O=C1C(=Nc2cccc(Cl)c2)CC(c2ccc(Cl)cc2)N1c1cccc(Cl)c1 (centres undefined)	-8%	4%	8%[57.1 µM]	5%	-4%[57.1 µM]	-3%	32%	6%	-2
2	C/C(=N\OCc1nc2ccccc2c(=O)n1/N=C/c1cc(C)cc([N+](=O)[O-])c1O)c1ccccc1	-1%	-15%	-6%	4%	0%	10%	33%	0%	-1
3	Cn1nccc1C(=O)Nc1nnc(C2CC2)s1	0%	-22%	-5%	-9%	9%	8%	55%[activator]	-1%	-2
4	O=C(Cc1ccc(F)cc1)Nc1nnc(SCC(=O)N2CCCCC2)s1	0%	-4%	9%[57.1 µM]	3%	18%[57.1 µM]	4%	18%	0%	0
5	O=C1CSC(=S)N1c1ccc(O)cc1	10%	-21%	-1%	-2%	5%	18%	42%[activator]	8%	2
6	CCC(=O)N(Cc1ccco1)Cc1cc2cccc(C)c2n2nnnc12	1%	3%	-1%	6%	8%	2%	33%[activator]	-1%	3
7	CCc1ccc(NC(=O)C(C)OC(=O)C2CCN(c3ccc(C(F)(F)F)cn3)CC2)cc1 (centres undefined)	0%	-8%	8%	7%	23%	3%	24%	6%	6
8	O=C(NCc1ccccn1)C1CCCN(S(=O)(=O)c2cccc3nsnc23)C1 (centres undefined)	4%	0%	1%[57.1 µM]	3%	-7%	-2%	27%	-3%	-16
9	COc1ccc(OCC(=O)N/N=C(\C)c2ccc(-n3ccnc3)cc2)cc1	6%	-12%	-10%	i	-15%	-8%	24%	-2%	4
10	CC1(C)C=C(c2ccc(O)cc2)CC(C)(C)N1	1%	-7%	8%	-4%	16%	-9%	23%	-2%	-4
11	CCOC(=O)c1ccc(N2C(=O)CC(N3CCN(C(=O)c4ccco4)CC3)C2=O)cc1 (centres undefined)	5%	-21%	-3%	-6%	4%[57.1 µM]	4%	35%	1%	6
12	COc1ccc(OC)c(S(=O)(=O)n2nc(C)cc2C)c1	5%	-3%	6%[57.1 µM]	5%	5%[57.1 µM]	4%	21%	-2%	-6
13	N/C(=N\S(=O)(=O)c1ccc(Cl)cc1)N1CCOCC1	7%	-4%	3%[57.1 µM]	i	16%[57.1 µM]	-4%	15%	1%	-2
14	Cc1cc(NC(=O)c2cc(-c3ccccc3Cl)nc3ccccc23)no1	1%	-22%	12%[0.0914 µM]	1%	18%[0.0914 µM]	-15%	0%	3%	-1
15	CC(C)C(NC(=O)c1ccccc1)C(=O)NCC(c1ccccc1)N(C)C (centres undefined)	7%	2%	6%[57.1 µM]	-2%	-1%[57.1 µM]	0%	13%	0%	0
16	COc1ccc(C(=O)Nc2ccccc2-c2ccccc2)cc1Cl	3%	-23%	1%	-1%	16%	-13%	63%[activator]	4%	-6
17	COc1ccc(Cn2c(=O)[nH]c3cc(C(=O)Nc4ccccc4C)ccc32)cc1	0%	-15%	4%	i	?	-1%	55%[activator]	3%	-6
18	Cc1ccc(N2CCN(/N=C/c3ccccc3)CC2)cc1	3%	-4%	1%	-7%	35%	11%	13%	-7%	7
19	CNC(=S)Nc1cccc(C(C)=O)c1	-16%	-29%	8%	i	5%	14%	22%	-9%	-2
20	Cn1c2c(c3ccccc31)CCN=C2c1ccccc1	-1%	?	4%	-2%	10%	-9%	28%	-3%	3
21	O=C(Oc1ccc2c(=O)c(Cl)coc2c1)c1cccnc1	11%	-3%	7%[57.1 µM]	i	13µM*	16%	61%[activator]	-2%	-2
22	O=C(O)[C@H]1CC=C[C@H]2CCN(Cc3ccc(Cl)c(Cl)c3)C(=O)[C@@H]12	22%	0%	-1%	3%	-2%	16%	2%	-19%	1
23	CCOc1ccc(N2C(=O)CS/C2=N/NC(=O)COc2ccc3ccccc3c2)cc1	9%	?	9%	i	19%	11%	6%	-17%	-2
24	CC1(C2CCC3C4CCC5CC6(CCC5(C)C4C(=O)CC32C)OCCO6)OCCO1 (centres undefined)	-5%	-2%	2%[57.1 µM]	3%	2%[2.29 µM]	-10%	23%[57 µM]	-1%	2
25	C[C@@H]1CN([C@@H](C)CO)C(=O)c2cc(C#Cc3cccc(F)c3)cnc2O[C@@H]1CN(C)CC1CCOCC1	-3%	?	·	-6%	·	-4%	·	·	2
26	O=C(Nc1ccc(-c2csc(Nc3cccc(C(F)(F)F)c3)n2)cc1)c1ccccc1	9%	-27%	-8%	0%	-4%	-4%	11%	2%	-2
27	O=C1NC(=O)C(=Cc2ccco2)S1	-11%	-10%	-14%	4%	-11%	-7%	19%	3%	3
28	CCCN(CC(=O)Nc1ccccc1C)C(=O)/C=C/c1ccc(S(=O)(=O)N2CCCCCC2)cc1	8%	-6%	-2%	-3%	4%	-1%	17%	11%	5
29	CCOC(=O)N1CCN(S(=O)(=O)c2ccc(C)c(C(=O)NC3CCCCC3)c2)CC1	2%	-18%	-9%	-2%	-5%	-2%	40%[activator]	-11%	-5
30	O=C1NC[C@@H](c2ccccc2)OC(=O)[C@@H](Cc2ccc(F)cc2)CC/C=C/C[C@H]1CC(=O)N(CCO)Cc1ccccc1	12%	?	10%	i	19%	1%	-7%	4%	-3

# An excerpt of these results, with one line to a screen:
[22] O=C(O)[C@H]1CC=C[C@H]2CCN(Cc3ccc(Cl)c(Cl)c3)C(=O)[C@@H]12
[18] Cc1ccc(N2CCN(/N=C/c3ccccc3)CC2)cc1
[17] COc1ccc(Cn2c(=O)[nH]c3cc(C(=O)Nc4ccccc4C)ccc32)cc1
[7] CCc1ccc(NC(=O)C(C)OC(=O)C2CCN(c3ccc(C(F)(F)F)cn3)CC2)cc1 (centres undefined)
Compound,22,18,17,7
mIDH1 inhibitor,22%,3%,0%,0%
USP1-UAF1 inh,0%,-4%,-15%,-8%
TrxR1 substrate,-1%,1%,4%,8%
Tb PGK inh,3%,-7%,i,7%
TrxR1 inh,-2%,35%,?,23%
GLS inhibitor,16%,11%,-1%,3%
HP1b chromo inh,2%,13%,55%[activator],24%
Pin1 inhibitor,-19%,-7%,3%,6%
PI4K2A inh,1,7,-6,6

# Quoted at random: two compounds from above.
entry	smiles	mIDH1 inhibitor	USP1-UAF1 inh	TrxR1 substrate	Tb PGK inh	TrxR1 inh	GLS inhibitor	HP1b chromo inh	Pin1 inhibitor	PI4K2A inh
24	CC1(C2CCC3C4CCC5CC6(CCC5(C)C4C(=O)CC32C)OCCO6)OCCO1 (centres undefined)	-5%	-2%	2%[57.1 µM]	3%	2%[2.29 µM]	-10%	23%[57 µM]	-1%	2
25	C[C@@H]1CN([C@@H](C)CO)C(=O)c2cc(C#Cc3cccc(F)c3)cnc2O[C@@H]1CN(C)CC1CCOCC1	-3%	?	·	-6%	·	-4%	·	·	2

# Remaining list, next part
entry	smiles	mIDH1 inhibitor	USP1-UAF1 inh	TrxR1 substrate	Tb PGK inh	TrxR1 inh	GLS inhibitor	HP1b chromo inh	Pin1 inhibitor	PI4K2A inh
31	O=C(CSc1n[nH]c(-c2cccs2)n1)N1CCCc2ccccc21	4%	2%	-9%	i	14%	-1%	15%	-2%	-3
32	CCC(C)c1ccc(OCC(=O)O)cc1 (centres undefined)	0%	-12%	-5%	-5%	5%	-2%	47%[activator]	?	-7
33	CC(C)Oc1ccc(CNC(=O)c2sc3ncccc3c2-n2cccc2)cc1	20%	-16%	-5%[57.1 µM]	-2%	11%[57.1 µM]	1%	13%[57 µM]	-5%	3
34	CN1N=C2c3ccccc3CCC2C1c1ccc(F)cc1 (centres undefined)	3%	-14%	-15%[57.1 µM]	i	25%[57.1 µM]	-13%	21%	1%	-4
35	CC(C)NC(=O)NC(=O)COC(=O)c1cccc(OC(F)F)c1	2%	-20%	2%	i	13%	0%	36%	1%	7
36	Cc1cc(OCC(=O)NC(Cc2ccc(Cl)cc2)C(=O)O)c2c(C)c(C)c(=O)oc2c1 (centres undefined)	-3%	10%	116%[activator]	-7%	33%	9%	23%	-11%	-4
37	COc1ccc(CCNC(=O)Nc2cccc([N+](=O)[O-])c2)cc1	12%	-10%	-6%[0.0914 µM]	i	10%	0%	16%	-10%	3
38	Cc1ccc(-c2nonc2NC(=O)c2ccco2)cc1C	·	5%	-10%	·	-2%	-1%	29%	10%	0
39	COc1ccc(-c2nnn(CC(=O)N(C3CCCC3)C(C)C(=O)NC3CCCC3)n2)cc1OC (centres undefined)	1%	-6%	-3%	-10%	-14%	-6%	47%[activator]	-1%	2
40	COc1ccc(OC2CCN(S(=O)(=O)c3ccc(OC)c(OC)c3)CC2)cc1	-2%	-8%	0%	-1%	30%	1%	29%	4%	-1

# An excerpt. The share of hits here may be higher or lower than overall.
